OXTR potentiator: human OXTR potentiators, primary screen, fluorescence, CHO-OTR cells, Fluo-8 calcium; Oxytocin receptor (Homo sapiens), P30559; Fluo-8 calcium fluorescence, potentiator mode; 0% = oxytocin EC15, 100% = EC100; activation, % at 3 µM; actives 0.061% (n = 320,000); AID 2445, 2010;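 active means activation above that plate's cutoff, the mean activation of tested compounds plus 3 SD, cut at about 6.6% in these data, passing the limit was not always enough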;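 further: 100% uses oxytocin at 75 nM as the full agonist control; some results filed as inactive read as strong as hits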
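Material: CHO-OTR cells, human receptor; compound dosing: single dose, 3.0 µM nominal final compound concentration; schedule: 6 min compound pre-incubation at room temperature, 100 s kinetic read; measured by: kinetic Fluo-8 calcium fluorescence; read-out basis: % activation vs EC15 and EC100 oxytocin; controls: EC15 oxytocin alone as 0%, 75 nM oxytocin as 100%; replicates: singlicate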
CHO parental Ca: ATP-evoked calcium signal inhibitors, parental CHO, primary screen, counter-screen for OX1R antagonist project, cell-based, fluorescence, Fluo-8 calcium dye; parental CHO-K1, ATP-induced calcium, Fluo-8 fluorescence; inhibition, % at 5.6 µM; actives 0.63% (n = 330,000); AID 463079, 2010;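 active means inhibition above that plate's mean sample inhibition plus 3 SD, cut at about 26% in these data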;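 further: 0% = ATP-challenged DMSO wells and 100% = DMSO wells without ATP; some compounds past the cut are filed as inactive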
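Material: Parental CHO cells | Reagent: ATP | Compound dosing: Single nominal dose of 5.6 µM per compound | Detection: Intracellular calcium via Fluo-8 no-wash fluorescent dye | Read-out: % inhibition of ATP-induced calcium mobilization | Benchmarks: Low control ATP plus DMSO, high control DMSO only | Replicates: Singlicate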
M1 ag: human M1 muscarinic receptor agonists, primary screen, Fluo-8 calcium fluorescence, CHO-K1 cells, HTS | activation, % at 3 µM | CHO-K1 hM1, agonist mode; 0% DMSO, 100% acetylcholine EC100 | Muscarinic acetylcholine receptor M1 (Homo sapiens), P11229 | actives 0.33% (n = 360,000);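 active means activation above the run's mean compound activation plus 3 SD, cut at about 16% in these data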;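 further: peak over basal fluorescence ratio within a 140 s kinetic read after compound addition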
Target sequence (P11229 whole entry, looked up): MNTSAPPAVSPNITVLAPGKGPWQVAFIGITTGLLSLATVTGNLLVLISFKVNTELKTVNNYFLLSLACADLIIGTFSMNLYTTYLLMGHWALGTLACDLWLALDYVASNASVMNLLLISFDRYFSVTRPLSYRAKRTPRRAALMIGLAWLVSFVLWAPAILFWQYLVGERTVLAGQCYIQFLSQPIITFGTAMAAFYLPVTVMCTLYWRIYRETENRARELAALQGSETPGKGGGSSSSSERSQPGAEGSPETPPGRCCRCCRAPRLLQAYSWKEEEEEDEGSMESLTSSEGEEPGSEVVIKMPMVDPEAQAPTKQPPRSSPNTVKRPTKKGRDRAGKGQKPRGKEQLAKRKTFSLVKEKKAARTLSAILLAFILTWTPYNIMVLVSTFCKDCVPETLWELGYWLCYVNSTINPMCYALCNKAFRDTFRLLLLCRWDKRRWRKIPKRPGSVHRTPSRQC
TAAR1 antag: human TAAR1 antagonists, primary screen, Fluo-8 calcium fluorescence, CHO RD-HGA16 cells; inhibition, % at 3 µM; AID 624466, 2012; antagonist; actives 1.5% (n = 360,000);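 active means inhibition above a per-plate cutoff, the mean inhibition of test compounds on that plate plus 3 SD, cut at about 49% in these data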;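 further: 0% = DMSO plus EC80 beta-PEA response and 100% = DMSO alone without agonist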
Target sequence (Q96RJ0 whole entry, looked up): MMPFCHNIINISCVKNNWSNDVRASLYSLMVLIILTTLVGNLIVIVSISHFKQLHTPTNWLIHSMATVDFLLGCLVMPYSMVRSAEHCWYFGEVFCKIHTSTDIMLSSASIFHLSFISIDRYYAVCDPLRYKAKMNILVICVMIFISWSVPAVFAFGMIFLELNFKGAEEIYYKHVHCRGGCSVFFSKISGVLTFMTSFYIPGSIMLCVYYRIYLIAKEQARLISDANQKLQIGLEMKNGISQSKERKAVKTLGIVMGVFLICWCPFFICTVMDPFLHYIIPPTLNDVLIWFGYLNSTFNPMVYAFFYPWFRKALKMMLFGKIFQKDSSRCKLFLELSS
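test system = CHO RD-HGA16 cells bearing hTAAR1 | replication = singlicate | controls = DMSO-only wells and EC80 β-PEA-stimulated wells | reagent = EC80 β-phenethylamine stimulus | read-out basis = percent inhibition of PEA-evoked calcium signal, max/basal emission ratio | schedule = seeding 17-24 h prior, 75-min 37 °C, 30-min RT dye loading | signal = kinetic Fluo-8 calcium fluorescence measurement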
OXTR agonist: human OXTR agonists, primary screen, fluorescence, CHO-OTR cells, Fluo-8 calcium; activation, % at 3 µM; Oxytocin receptor (Homo sapiens), P30559; actives 0.32% (n = 320,000); Fluo-8 calcium fluorescence; normalized: DMSO 0%, oxytocin 100%;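 active means activation above the mean of all tested compounds plus 3 SD, cutoff set per screening run, cut at about 20% in these data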;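 further: peak over basal fluorescence ratio from a 100 s FLIPR kinetic read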
CHRM1 PAM: human M1 muscarinic receptor positive allosteric modulators, primary screen, CHO-K1 cells, Fluo-8 calcium fluorescence, 1536-well; Muscarinic acetylcholine receptor M1 (Homo sapiens), P11229; CHO-K1 hM1, ACh EC20; 0% = ACh EC20, 100% = maximal ACh; activation, % at 3 µM; actives 0.088% (n = 360,000); AID 588819, 2011; in the data active means activation above about 19%, passing the limit was not always enough
M1 antag: human M1 muscarinic receptor antagonists, primary screen, CHO-K1 cells, Fluo-8 calcium fluorescence, 1536-well | Muscarinic acetylcholine receptor M1 (Homo sapiens), P11229 | CHO-K1 hM1, ACh EC80 antagonist | inhibition, % at 3 µM | actives 1.3% (n = 360,000);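 active means percent inhibition above its own plate's cutoff, namely the mean of that plate's compound wells plus 3 SD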;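 further: peak over basal fluorescence ratio during 140 s after agonist addition; 0% = ACh EC80 plus DMSO and 100% = DMSO alone without agonist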
V1R ag counter: agonists of human V1a receptor, primary screen, counter-screen for OXTR agonist project, fluorescence, CHO-V1R cells; Vasopressin V1a receptor (Homo sapiens), P37288; Fluo-8 calcium fluorescence, agonist mode; 0% DMSO, 100% 3 nM vasopressin; activation, % at 3 µM; actives 0.25% (n = 320,000);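 active means activation above the mean activation of all tested compounds plus 3 SD, per screening run, cut at about 20% in these data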;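 further: signal is peak over basal fluorescence ratio across a 100 second FLIPR read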
TAAR1 ag: human TAAR1 agonists, primary screen, Fluo-8 calcium fluorescence, CHO RD-HGA16 cells; vehicle wells 0%, saturating PEA agonist 100%; AID 624467, 2012; activation, % at 3 µM; actives 0.99% (n = 360,000); Trace amine-associated receptor 1 (Homo sapiens), Q96RJ0;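 active means activation above the mean activation of all test compounds in the run plus 3 SD, cut at about 38% in these data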
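Assay system: CHO-derived RD-HGA16 cells with stable Gα16 and human TAAR1; timing: 17-24 h seeding, 75 min 37 °C dye, 30 min RT; read-out: % activation from peak over basal fluorescence ratio, DMSO-to-PEA scaled; measured by: kinetic Fluo-8 calcium fluorescence; benchmarks: low control DMSO, high control PEA (EC100); doses: 3 µM single concentration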
The depositor's hits bear a star; x = no result given.

item | SMILES | OXTR agonist | TAAR1 ag | CHRM1 PAM | M1 antag | OXTR potentiator | M1 ag | V1R ag counter | CHO parental Ca | TAAR1 antag
1 | CCN(CC)CCCNC(=O)c1cn(C)c2ccc(S(=O)(=O)N(C)C)cc2c1=O | 0.5 | 0 | -5 | -1 | -12 | -13 | 0.1 | -6 | -19
2 | CCN(CC)C(=O)CNc1ccc(C(F)(F)F)cc1[N+](=O)[O-] | 4.9 | 0 | 0 | 3 | -2 | -8 | -0.4 | -17 | 4
3 | COC(=O)c1ccccc1S(=O)(=O)NNC(=O)c1nn(C)c(=O)c2ccccc12 | 1.8 | 4 | 1 | -9 | 7 | -1 | 0.2 | -18 | 2
4 | NC(=O)c1ccsc1NC(=O)CSc1ccccc1F | 3.3 | 5 | 5 | -19 | -6 | 4 | 1.7 | -5 | -1
5 | COc1ccc(C(C)=O)cc1CN1C(=O)C(C)ON=C1c1cccc(C(F)(F)F)c1 (stereo not given) | x | -2 | 4 | -11 | x | -5 | x | x | 2
6 | Nc1nc(SCC(=O)Nc2cc(C(F)(F)F)ccc2Cl)[nH]c(=O)c1NC(=O)c1ccco1 | 0.0 | 3 | 4 | 4 | -5 | -2 | 1.1 | 1 | -16
7 | CC(C)[C@H](NS(=O)(=O)c1cccc(Cl)c1)C(=O)OCC(=O)NC(=O)CN1CCCC1=O | 0.9 | x | 8 | -10 | 2 | -3 | -0.3 | -4 | x
8 | O=C(NCc1ccccn1)C1CCN(S(=O)(=O)c2ccc(Br)cc2)CC1 | -0.5 | 0 | 9 | -6 | -8 | -3 | 0.6 | -11 | -11
9 | O=C(Nc1cccc(S(=O)(=O)NC2=NCCCCC2)c1)c1cc(-c2ccccc2)nc2ccccc12 | -0.5 | 19 | -1 | 3 | -1 | -3 | 0.3 | -22 | 63*
10 | COc1cc(OC)cc(C(=O)N[C@H](C(=O)OCC(=O)Nc2ccc(OC)c(OC)c2)C(C)C)c1 | -2.3 | 11 | 11 | -17 | 0 | -3 | -1.8 | -10 | 4
11 | CC(C)c1ccc(NC(=O)CN(Cc2ccccc2)S(C)(=O)=O)cc1 | -0.3 | -1 | 4 | -5 | 4 | -5 | -0.7 | -13 | 12
12 | CC(C)(C)OC(=O)NCCC(=O)N/N=C/c1cccc2nccnc12 | -1.2 | 0 | 6 | -7 | -6 | -1 | 2.8 | -13 | -16
13 | Cc1cc2nc(CCN(Cc3cccnc3)C(=S)Nc3ccc(F)cc3)[nH]c2cc1C | -1.1 | 7 | 1 | -5 | -3 | -4 | -1.1 | -14 | -13
14 | CCCN1CCN(S(=O)(=O)c2ccc3c(c2)CC(C)N3C(=O)C2CC2)CC1 (stereo not given) | 1.3 | 0 | -2 | -3 | -6 | -3 | 3.0 | -17 | -19
15 | O=C(COc1ccc(Cl)cc1Cl)NCCCn1ccnc1 | 0.8 | 1 | -3 | 10 | 2 | -3 | 0.0 | -11 | -2
16 | Cc1ccc(S(=O)(=O)N2CCOCC2)cc1NC(=O)COC(=O)c1cc(=O)c2ccccc2o1 | 1.0 | 2 | -5 | 3 | -5 | -4 | 0.6 | 1 | 8
17 | CCn1c(COc2ccc(=O)n(-c3ccccc3)n2)nnc1SCc1ccc(OC)cc1 | -0.8 | 4 | 10 | -5 | 4 | -2 | -0.9 | -24 | -7
18 | CC(C)N(C(=O)COC(=O)c1cccnc1Cl)c1ccccc1 | 0.9 | 3 | 32* | -38 | 0 | 1 | 0.8 | -9 | -24
19 | C=CCn1c(SCc2nc3ccccc3c(=O)[nH]2)nnc1-c1cc2cc(Cl)ccc2o1 | -0.8 | -1 | 9 | -12 | -12 | -3 | 0.0 | -28 | 15
20 | Cc1ccc(C(=O)Nc2ccccc2C(=O)N2CCCCC2C)cc1 (stereo not given) | -1.2 | 2 | 1 | -2 | -10 | -3 | -1.2 | -28 | -30
21 | Cc1cccc(Cc2nnc(CCC(=O)N(C)CCc3ccccc3)o2)c1 | -1.9 | 1 | -3 | 6 | -4 | -6 | 0.6 | -16 | 10
22 | CCCCn1c(N)c(N(CCOC)C(=O)CSCC(=O)Nc2cccc(C)c2)c(=O)[nH]c1=O | 1.4 | 0 | 8 | -19 | -3 | -2 | -1.0 | -10 | 19
23 | CN(CC(=O)Nc1cccc(F)c1)C(=O)COc1ccc2c(c1)CCC2 | 1.8 | 1 | 5 | -5 | -7 | -2 | 10 | -15 | -17
24 | O=C(Oc1ccc2ccc(=O)oc2c1)c1ccco1 | -0.8 | 0 | 3 | -5 | -13 | -4 | -0.4 | -9 | -10
25 | CCC1CCCCN1C(=O)C(=O)c1cn(CC(=O)N(CC)CC)c2ccccc12 (stereo not given) | -0.5 | 0 | 1 | 1 | -4 | -3 | -0.9 | -23 | -7
26 | CC(=O)Nc1cccc(NC(=O)CSc2nc(=O)n3cccc(C)c3n2)c1 | -0.1 | 1 | 8 | -7 | -4 | -2 | 0.1 | -3 | -17
27 | Cc1c(/C=N\NC(=O)c2cc3ccccc3o2)c2ccccc2n1C | -2.0 | 4 | 8 | -11 | -24 | -9 | -1.0 | -15 | 3
28 | COc1cc(OC)cc(C(=O)Nc2nnc(SCC(=O)NCc3ccco3)s2)c1 | 0.3 | -3 | 5 | -3 | 5 | -6 | -0.7 | -16 | -35
29 | Cc1ccc(S(=O)(=O)N2CCN(C(C)C)CC2)cc1 | 0.1 | 1 | 7 | -11 | -10 | -13 | 2.5 | -7 | -4
30 | CO/N=C(\C(=O)O)c1csc(NN=C(C)C)n1 | -0.3 | 7 | -3 | -4 | -3 | -9 | -0.1 | -7 | -9
31 | Cc1ccc(Cn2c(CN3CCOCC3)nc3c2c(=O)n(C)c(=O)n3C)cc1 | 2.2 | 8 | 5 | -6 | -8 | -2 | 0.9 | -6 | -7
32 | Cn1cc(SCC(=O)Nc2nccs2)c2ccccc21 | -1.8 | -2 | 6 | -10 | -1 | -8 | 0.2 | -13 | 19
33 | CCn1c(SCC(=O)NC2CCCCC2)nnc1C(CO)NC(=O)c1ccccc1 (stereo not given) | -0.1 | 2 | -1 | 5 | -4 | -1 | -0.8 | -14 | -8
34 | O=C(CN(C(=O)C1CSC(=O)C1)c1cccc(F)c1)NC1CCCC1 (stereo not given) | -1.4 | 2 | 2 | 4 | -8 | -3 | 0.7 | -10 | 17
35 | C#CC(=O)N(c1cccc(OC)c1)C(C(=O)NC1CCCC1)c1cccs1 (stereo not given) | -1.9 | 1 | 0 | -2 | 2 | -15 | -1.0 | -13 | -10
36 | CS(=O)(=O)N(CC(=O)NC1CCCC1)C1CCCCC1 | -1.5 | 10 | 5 | -7 | -5 | -6 | -0.2 | -11 | -8
37 | O=C(OCc1nnc(-c2ccccc2)o1)c1cc(F)c(F)cc1Cl | -2.1 | 3 | 3 | -9 | 0 | -6 | -0.3 | -18 | -6
38 | CC1CC(C)CN(c2nc(NCc3ccco3)nc(N)c2[N+](=O)[O-])C1 (stereo not given) | -2.2 | 28 | -4 | 8 | -7 | -8 | -0.4 | -10 | -3
39 | Cc1ccc(C(=O)Nc2ccccc2-c2ccccc2)o1 | -2.5 | 4 | -4 | 9 | -1 | -5 | -1.1 | -13 | -1
40 | N=C1C(c2ccccc2)=C(O)CN1CCCO | -0.5 | 7 | 7 | -2 | -10 | -9 | -0.1 | -2 | 20
41 | CCOC(=O)C1CCCN(C(=O)c2cc(C#N)cs2)CC1 (stereo not given) | x | 1 | 13 | -9 | x | 0 | x | x | -1
42 | Cc1ccc(NC(=O)CN2C(=O)c3ccccc3C2=O)c(C)c1 | -0.7 | 3 | 19 | -10 | -5 | 6 | -0.2 | 11 | -9
43 | Clc1cc(-c2ccc(/C=N/n3cnnc3)o2)ccc1Br | -0.3 | 2 | -6 | 4 | -14 | -5 | 0.3 | -6 | 12
44 | CCCCCc1c(O)nc(SCCN(C)C)[nH]c1=O | 0.8 | 1 | 5 | -10 | 1 | -2 | 0.0 | -14 | -3
45 | Cc1nn(C)c(C(=O)NC2C3CC4CC(C3)CC2C4)c1Cl (stereo not given) | -1.6 | 8 | 6 | 0 | -1 | -3 | -0.8 | -6 | -10
46 | CCn1nc(NS(=O)(=O)c2ccccc2)c2cc3cc(C)ccc3nc21 | -0.7 | -1 | 0 | 10 | -4 | -3 | 0.6 | -13 | -16
47 | CC1C[C@@]2(NC(=O)NC2=O)C(C)CN1C (stereo not given in full) | 0.5 | 7 | 5 | -3 | -2 | -3 | 0.0 | -5 | 0
48 | CCOC(=O)CNC(=O)N(C)[C@H]1C[C@H]2c3[nH]c4ccccc4c3CCN2C[C@H]1[C@H](C)O | x | 1 | 3 | -3 | x | -7 | x | x | 11
49 | CN(C)c1ccc(CN(C(=O)/C=C/c2ccccc2Cl)C2CCS(=O)(=O)C2)cc1 (stereo not given) | -2.8 | 0 | 11 | -2 | -6 | -1 | -0.8 | -13 | -58
50 | Cc1ccc(CCNC(=O)CC2Oc3ccc(C)cc3NC2=O)cc1 (stereo not given) | -0.8 | 2 | 19 | -2 | -4 | 10 | -0.4 | -15 | -1
51 | COc1c2occc2c(OC(C)=O)c2c(=O)cc(C)oc12 | -0.8 | -1 | 5 | -14 | 2 | -3 | 0.5 | -1 | -13
52 | COc1ccc(NC(=S)NCC(c2ccco2)N2CCCC2)cc1 (stereo not given) | 0.0 | 2 | 5 | 1 | -3 | -15 | 0.2 | -28 | -6

Quoted at random: two entries already listed.
item | SMILES | OXTR agonist | TAAR1 ag | CHRM1 PAM | M1 antag | OXTR potentiator | M1 ag | V1R ag counter | CHO parental Ca | TAAR1 antag
33 | CCn1c(SCC(=O)NC2CCCCC2)nnc1C(CO)NC(=O)c1ccccc1 (stereo not given) | -0.1 | 2 | -1 | 5 | -4 | -1 | -0.8 | -14 | -8
35 | C#CC(=O)N(c1cccc(OC)c1)C(C(=O)NC1CCCC1)c1cccs1 (stereo not given) | -1.9 | 1 | 0 | -2 | 2 | -15 | -1.0 | -13 | -10

Bioassay records from PubChem.
